RXFP1 agonist: qHTS Assay for Agonists of the Relaxin Receptor RXFP1; Relaxin receptor 1 (Homo sapiens), Q9HBX9; HEK293T-RXFP1 cAMP TR-FRET, 30 min; response scale: percent of porcine relaxin response, buffer zero; Potency, µM (top dose mostly 57.5 µM), for inactives: top-dose activation, hits mostly activators; 0.3% of 370,000 active; AID 2676, 2010; note: potency is the fitted concentration of half-maximal effect; % is set by controls: 0 for no effect and ±100 for the full control effect; nearly all actives have a fitted effect of over 60% in size; many of its hits are not listed in these tables
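HEK293T cells stably expressing RXFP1 were pretreated with the PDE4 inhibitor Ro 20174, exposed to compounds for 30 min at 37C, lysed, and cAMP was read by TR-FRET. Data normalized to buffer (basal) and 29 nM porcine relaxin (100%).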
D1 agonist: Allosteric Agonists of the Human D1 Dopamine Receptor: qHTS; HEK293 T-REx D1 cells, calcium flux, agonist mode; activation, % at 2 µM; D(1A) dopamine receptor (Homo sapiens), P21728; 1% of 360,000 active; in the data active = activation above about 30%; note: 0% is about no effect
Target sequence (P21728 whole entry, looked up): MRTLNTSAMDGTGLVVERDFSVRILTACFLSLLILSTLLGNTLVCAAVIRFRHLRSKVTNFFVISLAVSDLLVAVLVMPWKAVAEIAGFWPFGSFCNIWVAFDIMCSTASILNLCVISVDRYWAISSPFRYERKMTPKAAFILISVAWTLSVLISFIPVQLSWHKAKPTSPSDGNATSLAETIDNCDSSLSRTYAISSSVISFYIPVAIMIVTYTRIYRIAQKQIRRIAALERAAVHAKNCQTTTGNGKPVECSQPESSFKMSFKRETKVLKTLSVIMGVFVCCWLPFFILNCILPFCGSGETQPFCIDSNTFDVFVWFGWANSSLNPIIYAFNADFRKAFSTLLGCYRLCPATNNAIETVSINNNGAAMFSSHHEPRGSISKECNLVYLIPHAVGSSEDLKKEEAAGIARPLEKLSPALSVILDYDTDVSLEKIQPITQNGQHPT
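Tetracycline-induced HEK293 TREx D1 cells, force-coupled to calcium signalling, were dye-loaded with a no-wash calcium kit. Compound was pin-added after a 10 s baseline. Fluorescence was read kinetically at 1 cycle/s for 180 s, with calcium rises flagged as agonism.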
TRHR PAM: qHTS for Small Molecule Agonists and Allosteric Enhancers of Human TRH Receptor: Primary Screen for Enhancers; Thyrotropin-releasing hormone receptor (Homo sapiens), P34981; TRHR cells, fluo-8 calcium fluorescence, EC20 TRH enhancement; enhancement, % at 2 µM; 0.66% of 360,000 active; AID 493056, 2011; in the data active = enhancement above about 30%; note: 0% is about no effect
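TRHR-expressing cells loaded with fluo-8 calcium dye were read kinetically (ex 480/em 530) during compound addition, then stimulated with an EC20 of TRH (10 nM final). Enhancement of the Gq-mediated intracellular calcium response was scored.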
RXFP1 antag: qHTS Assay for Antagonists of the Relaxin Receptor RXFP1; Relaxin receptor 1 (Homo sapiens), Q9HBX9; HEK293-RXFP1, relaxin-stimulated cAMP HTRF, 30 min; hits give low values; activity change, negative = inhibition, % at 57.5 µM; 0.59% of 350,000 active;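 active = activity change of -60% or lower, but not beyond a set lower limit; inconclusive = change between -60% and -40%, or beyond the set limit; inactive = change above -40%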; note: % is set by controls: 0 for no effect and ±100 for the full control effect
TRHR ag: qHTS for Small Molecule Agonists and Allosteric Enhancers of Human TRH Receptor: Primary Screen for Agonists. Thyrotropin-releasing hormone receptor (Homo sapiens), P34981. TRHR cells, calcium flux fluo-8, FDSS agonist mode. activation, % at 2 µM. 0.18% of 360,000 active. AID 493084, 2011; in the data active = activation above about 30%; note: 0% is about no effect
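Fluo-8-loaded TRHR cells; 10 s baseline, compound added, kinetic Ca2+ fluorescence read 1/s, agonist mode.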
Apoferritin bind: qHTS Assay for Identification of Novel General Anesthetics; Ferritin light chain (Equus caballus), P02791; Potency, µM (doses to about 77.5 µM), inactives show at the top dose activity change, negative = displacement, actives largely listed as inhibitors; apoferritin/1-aminoanthracene competitive binding, fluorescence; 0.074% of 350,000 active; note: potency is the fitted concentration of half-maximal effect; % is set by controls: 0 for no effect and ±100 for the full control effect; nearly all actives have a fitted effect of over 20% in size
Target sequence (P02791 2-175 limits assumed): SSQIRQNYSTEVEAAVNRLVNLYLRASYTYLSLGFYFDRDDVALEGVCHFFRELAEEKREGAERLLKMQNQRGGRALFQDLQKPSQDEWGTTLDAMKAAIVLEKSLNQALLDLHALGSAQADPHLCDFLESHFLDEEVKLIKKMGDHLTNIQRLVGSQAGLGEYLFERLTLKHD
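Read-out: endpoint 1-AMA fluorescence, excitation 380 nm and emission 535 nm, after compounds sit 10 min at room temperature with 10 uM horse-spleen apoferritin in 50% saturated 1-AMA/PBS. Values come from four-parameter Hill fits.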
D1 PAM: Potentiators of Human D1 Dopamine Receptor: qHTS. 0.036% of 360,000 active. potentiation, % at 10 µM. D(1A) dopamine receptor (Homo sapiens), P21728. AID 504651, 2011. HEK293 TREx D1 cells, calcium flux, dopamine EC20 potentiation; in the data active = potentiation above about 30%; note: 0% is about no effect
D1 antagonist: Antagonist of Human D 1 Dopamine Receptor: qHTS. activity change, negative = inhibition, % at 10 µM. AID 504652, 2011. HEK293 TREx D1 cells, calcium flux, dopamine EC80; hits give low values. 3.2% of 360,000 active; in the data active = activity change below about -30%; note: % is set by controls: 0 for no effect and ±100 for the full control effect
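Calcium flux readout: force-coupled, inducible Hek293 Trex D1 line, cells induced overnight at 30 C with tetracycline, dye-loaded 30–90 min at RT. Antagonism scored against EC80 dopamine challenge given 180 s after compound.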
D2 potentiator: HTS Assay for Positive Allosteric Modulators of the Human D2 Dopamine Receptor: Primary Screen for Potentiators. D(2) dopamine receptor (Homo sapiens), P14416. HEK293 T-REx D2, calcium flux, EC20 dopamine potentiation. potentiation, % at 10 µM. 0.34% of 340,000 active. AID 485347, 2010;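 active = potentiation over 3 SD above the plate norm, cut at about 30% in these data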; note: 0% is about no effect
Target sequence (P14416 whole entry, looked up): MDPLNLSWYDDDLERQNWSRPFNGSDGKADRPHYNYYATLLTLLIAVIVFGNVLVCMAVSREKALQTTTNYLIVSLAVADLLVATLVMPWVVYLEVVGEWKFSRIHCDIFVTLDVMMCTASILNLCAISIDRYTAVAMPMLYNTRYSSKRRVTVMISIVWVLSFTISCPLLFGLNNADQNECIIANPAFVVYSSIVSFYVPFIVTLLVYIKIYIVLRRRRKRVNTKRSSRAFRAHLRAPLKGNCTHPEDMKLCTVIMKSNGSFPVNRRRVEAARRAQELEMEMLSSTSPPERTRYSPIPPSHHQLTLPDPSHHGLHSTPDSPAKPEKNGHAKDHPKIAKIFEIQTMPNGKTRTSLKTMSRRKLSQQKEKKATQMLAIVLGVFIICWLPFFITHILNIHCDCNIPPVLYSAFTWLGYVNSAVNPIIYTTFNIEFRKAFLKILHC
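Cells plated with tetracycline inducer and held overnight at 30 C; calcium dye loaded 30–90 min at room temperature; baseline taken, compound added and read 180 s; EC20 dopamine then added and read 180 s.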
Active calls of the source: *; ? = inconclusive; . = no result given; & = joins results of further samples. Unless noted, calls come from the whole dose curve; as a rule, active = well fitted curve in the direction sought with a large enough effect; inconclusive = small, poorly fitted or top-dose-only effect, or another doubt; inactive = no such curve, though single readings can be large; an effect the other way counts as inactive or inconclusive. Some of the compounds tested (hit frequency here may not be typical).

SMILES	RXFP1 agonist	D1 agonist	TRHR PAM	RXFP1 antag	TRHR ag	Apoferritin bind	D1 PAM	D1 antagonist	D2 potentiator
Cc1cc2oc(=O)cc(Cn3ccnc3)c2cc1C	1.1%	0	0	-4	-0.3	-19%	-5	4	-6
Fc1ccc(-n2ncc3c(NCCCn4ccnc4)ncnc32)cc1	5.7%	-1	-3	-4	0.3	-1%	0	-8	5
CCN(C(=O)COC(=O)c1ccc2c(=O)n3c(nc2c1)CCC3)C1CCS(=O)(=O)C1 (configuration not stated)	5.6%	1	-4	-10	0.5	-7%	-4	2	12
CC(=O)N1CCc2ccc(NC(=O)c3c(-c4c(Cl)cccc4Cl)noc3C)cc21	-0.1%	3	-4	-5	-0.2	-6%	6	-1	5
Cc1cc(NC(=O)CCC(=O)N(CCC(C)C)C(C(=O)NCC2CCCO2)c2ccccc2C)no1 (configuration not stated)	1.2%	1	-4	-2	-0.5	-13%	-2	4	-5
O=C(Cc1ccccc1)NCC(=O)OCC(=O)c1cccs1	1.8%	1	4	-8	0.0	-12%	-3	-5	6
CC1CCC(N2CCN(c3ncccn3)CC2)CC1 (configuration not stated)	0.8%	0	2	13	0.0	-8%	-4	-5	-16
O=C(NCc1ccc2c(c1)CCN2C(=O)c1ccncc1)c1cccc(Cl)c1	1.5%	4	0	-10	-0.6	-13%	-4	-19	-9
CCCOc1ccc(C(=O)N(Cc2cccs2)C2CCS(=O)(=O)C2)cc1 (configuration not stated)	-2.5%&0.5%	2&1	-2&-1	-11&-11	-1.0&-0.3	-11%&-1%	14&4	9&1	17&-4
CCc1cc(C(=O)Nc2ccc(S(=O)(=O)NC3=NCCCCC3)cc2)sc1C	1.2%	4	-6	5	-0.2	.	-3	-7	.
COc1ccc(CCNC(=O)CSc2cn(Cc3ccccc3)c3ccccc23)cc1OC	0.5%	0	-7	-10	0.0	1%	-6	-4	0
CCN(CC)CCNC(=S)Nc1ccc2nc(N3CCOCC3)cc(C)c2c1	1.3%	2	30	8	0.2	-10%	0	-13	.
CCOc1ccc(NC(=O)N(CCCN2CCOCC2)Cc2cccnc2)cc1	1.2%	3	-5	.	0.3	4%	.	9	12
O=C(CSc1nnc(-c2ccncc2)n1-c1ccc(F)cc1)NC(=O)NCc1ccco1	-0.7%	-1	-4	-21	-0.1	5%	0	10	3
CCOC(=O)N=Nc1c(O)n(CC)c2ccccc12	3.3%	-1	2	6	-0.4	-2%	-4	-4	5
CCOC(=O)c1cnc2ccc(C)cc2c1Sc1ccc(F)cc1	7.3%	7	9	-13	0.4	?	1	23	-11
CCCCn1c(N)c(N(CC(C)C)C(=O)COc2cc(C)ccc2Cl)c(=O)[nH]c1=O	0.2%	1	-2	2	0.1	.	0	7	-5
COc1ccccc1NS(=O)(=O)c1ccc(C(=O)NCC(c2ccco2)N(C)C)cc1 (configuration not stated)	1.3%	8	3	-8	1.4	.	-3	-24	-12
CN1CCN(C(=O)C2=C[C@H](c3coc4ccccc4c3=O)C[C@H](OCc3ccc(CO)cc3)O2)CC1	0.9%	-3	-8	.	-0.4	-8%	34*	-20	-5
NC(=O)CCn1nc(-c2ccc(Cl)cc2)c2ccccc2c1=O	0.2%	2	-1	7	-1.5	1%	-19	-30	-4
Cc1ccc(NC(=O)Cn2nc(C(F)(F)F)c3c2CCCC3)cc1C	-1.0%	6	-2	.	-0.1	-4%	-7	-25	-2
CN1CCN(S(=O)(=O)c2cccc(C(=O)NC3(C)CCS(=O)(=O)C3)c2)CC1 (configuration not stated)	-1.9%	1	10	4	-0.2	.	0	-13	41*
O=C(Nc1cc([N+](=O)[O-])ccc1Cl)c1cccnc1	1.3%	-1	-1	-6	0.0	-6%	-7	1	-7
Cc1ccc2nc(C)c(C(=O)N/N=C/c3ccccc3[N+](=O)[O-])cc2c1	2.2%	0	-3	.	-0.2	2%	5	4	-12
COc1ccc(NC(=S)NCc2cccs2)cc1OC	-0.1%	2	-5	0	0.4	-9%	-2	-5	4

Copied from the entries so far (8 entries):
SMILES	RXFP1 agonist	D1 agonist	TRHR PAM	RXFP1 antag	TRHR ag	Apoferritin bind	D1 PAM	D1 antagonist	D2 potentiator
Cc1cc2oc(=O)cc(Cn3ccnc3)c2cc1C	1.1%	0	0	-4	-0.3	-19%	-5	4	-6
Fc1ccc(-n2ncc3c(NCCCn4ccnc4)ncnc32)cc1	5.7%	-1	-3	-4	0.3	-1%	0	-8	5
CCN(C(=O)COC(=O)c1ccc2c(=O)n3c(nc2c1)CCC3)C1CCS(=O)(=O)C1 (configuration not stated)	5.6%	1	-4	-10	0.5	-7%	-4	2	12
CC(=O)N1CCc2ccc(NC(=O)c3c(-c4c(Cl)cccc4Cl)noc3C)cc21	-0.1%	3	-4	-5	-0.2	-6%	6	-1	5
Cc1cc(NC(=O)CCC(=O)N(CCC(C)C)C(C(=O)NCC2CCCO2)c2ccccc2C)no1 (configuration not stated)	1.2%	1	-4	-2	-0.5	-13%	-2	4	-5
O=C(Cc1ccccc1)NCC(=O)OCC(=O)c1cccs1	1.8%	1	4	-8	0.0	-12%	-3	-5	6
CC1CCC(N2CCN(c3ncccn3)CC2)CC1 (configuration not stated)	0.8%	0	2	13	0.0	-8%	-4	-5	-16
O=C(NCc1ccc2c(c1)CCN2C(=O)c1ccncc1)c1cccc(Cl)c1	1.5%	4	0	-10	-0.6	-13%	-4	-19	-9

Other compounds follow.
SMILES	RXFP1 agonist	D1 agonist	TRHR PAM	RXFP1 antag	TRHR ag	Apoferritin bind	D1 PAM	D1 antagonist	D2 potentiator
CC(=O)c1ccc(-n2c(CCC(=O)O)ccc2-c2ccc(C)cc2)cc1	1.3%	4	4	-15	0.3	-5%	-4	-4	2
COc1ccc(-c2nc(CS(=O)CC(=O)N3CCOCC3)c(C)o2)cc1OC (configuration not stated)	1.2%	2	-3	5	0.5	-4%	2	11	10
CC(C)=C(NC(=O)c1ccccc1)C(=O)N/N=C/c1ccc(O)cc1	6.4%	0	-1	-7	-0.2	6%	-3	-5	-10
CN1CCCCc2c1nc1ccccc1c2N (tested in a mixture with another compound)	2.1%	4	-6	3	0.9	-10%	-4	2	-2
CC1(C)NC(=O)N(CC(=O)O)C1=O	4.3%	3	2	-12	0.6	-1%	-4	8	9
CC1CC(C)CN(S(=O)(=O)c2ccc(NC(=O)CCN3C(=O)C4CC=CCC4C3=O)cc2)C1 (configuration not stated)	-1.0%	3	-2	-1	0.5	.	-2	-17	.
C=CCc1cccc2cc(C(=O)N3CCN(C(=O)OCC)CC3)c(=O)oc12	-0.3%	0	0	0	-0.1	-8%	0	14	-7
Cc1ccc(C(=O)OCC(=O)Nc2sc3c(c2C#N)CCCCC3)cc1NC(=O)c1ccco1	0.4%	1	-10	-7	1.1	-14%	-6	-23	12
CC(=O)c1c(C)[nH]c(C(=O)OCC(=O)N2CCN(S(=O)(=O)c3ccc(C)cc3)CC2)c1C	-0.4%	6	-3	-10	-0.1	.	1	-15	4
O=C(NCCS(=O)(=O)NCc1ccccc1)c1ccccc1	-0.2%	2	-2	4	-0.7	.	-1	11	0
CC(C)c1nnc(NC(=O)CN(C)S(=O)(=O)c2ccc3c(c2)OCCO3)s1	2.2%	3	2	6	-0.2	-6%	8	5	-4
CN1CCN(NC(=O)c2ccc(Br)s2)CC1	0.7%	0	1	-2	0.2	1%	-3	8	-4
CC1(C)CC(=O)C(C=Nc2ccc(O)cc2)=C(O)C1	1.3%	1	3	-20	0.3	-18%	-2	-7	3
Cc1nnc(SCc2cc(=O)[nH]c(N3CCN(C)CC3)n2)s1	3.3%	4	4	.	0.4	6%	-1	-3	0
CN1C(=O)/C(=C\c2ccc(OC(=O)c3ccco3)cc2)SC1=S	-1.4%	10	-8	13	1.6	2%	-4	4	10
COc1ccc(OC)c(S(=O)(=O)N2CCC(C(=O)NCC3CCCO3)CC2)c1 (configuration not stated)	0.9%	-4	-1	0	-0.7	1%	-3	3	-6
CCOc1ccc(CCNC(=O)COC(=O)/C=C/c2ccccc2OC)cc1OCC	0.3%	2	3	-19	-0.5	.	-4	-4	9
Cn1c(SCC(=O)N/N=C/C=C\c2ccco2)nc2ccccc21	0.3%	0	3	-29	0.1	?	10	7	.
CN(Cc1ccccc1)C(=O)CN1C(=O)NC2(CCCC2)C1=O	0.4%	-1	5	-8	0.3	.	-11	7	-7
COc1ccc(CCNC(=O)CCS(=O)(=O)c2ccc3c(c2)NC(=O)C(C)S3)cc1OC (configuration not stated)	1.7%	1	-4	4	-0.3	-5%	-6	-15	1
CCOC(=O)c1nc(Nc2ccc(C(C)=O)cc2)c2ccccc2n1	7.6%&7.5%	2&-2	2&-2	-1	-0.7&0.1	-6%&-2%	6&2	-1&-19	-20&9
CCC(Sc1nc2cc3c(cc2c(=O)n1CCCC(=O)NCc1ccc2c(c1)OCO2)OCO3)C(=O)NCCCOC (configuration not stated)	1.6%	3	11	-106*	-0.2	4%	2	31	-8
O=C(Nc1ccccc1C(=O)NCc1ccco1)NC1CCCCC1	0.8%	-1	-3	9	-0.3	-22%	4	18	0
CCN(CC)S(=O)(=O)c1c(Br)cc(C)cc1Br	-2.0%	1	1	12	-0.8	?	0	.	5
O=[N+]([O-])c1ccc(-c2nn(-c3ccccc3)cc2/C=N/n2c(-c3ccncc3)n[nH]c2=S)cc1	-0.3%	0	5	4	0.1	-6%	2	-10	4
COC(=O)c1ccccc1Oc1ccc(NC(=O)c2ccco2)cc1	-3.7%	3	3	-2	-0.3	-6%	-6	-37*	6

From PubChem BioAssay
